Mito fusion act = qHTS Assay for Small Molecule Inhibitors of Mitochondrial Division or Activators of Mitochondrial Fusion; S. cerevisiae fusion-defective mutant growth rescue, CellTiterGlo 48 h; Potency, µM (doses to about 46.1 µM), for inactives: at the top dose growth rescue (activation), usual class: activators; 0.23% of 320,000 active;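 further: potency means the concentration at half of the fitted maximal effect; % of control where 0% means no effect; nearly all actives have a fitted effect of over 45% in size; temperature-sensitive fusion mutants such as fzo1-1 at 37 °C on non-fermentable ethanol glycerol medium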
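Read-out: ATP-based luminescence (CellTiterGlo, 10 min ambient) reporting growth of fusion-defective ts yeast after 48 hours at 37C on glycerol/ethanol YPEG medium in the presence of compound.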
TCR activator = Activators of T cell receptors: qHTS campaign; primary human leukocytes, anti-CD3, IL-2 HTRF, 48 h; Potency, µM (highest dose often 9.22 µM), without a hit: top-dose activation of IL-2 secretion, hits mostly activators; 330,000 tested, under 10 active; AID 504894, 2011; further: % of control where 0% means no effect
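1) Mix primary human leukocytes, a-CD3 beads and compound. 2) Incubate 48 hr. 3) Add HTRF IL-2 reagents (a-IL-2-K, a-IL-2-d2).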
PTAP TSG101 blk = qHTS Assay for Iinhibitors of HIV-1 Budding by Blocking the Interaction of PTAP/TSG101; 340,000 tested, under 10 active; Fluorescence polarization, FITC-PTAP peptide / Tsg101 binding; Potency, µM (highest dose often 115 µM), without a hit: at the top dose activity change, negative = inhibition, most hits filed as inhibitors; active means well fitted inhibition curve with a large enough effect in the main read-out, with a control signal flat, not every such curve was filed as active; inconclusive means small, poorly fitted or top-dose-only effect, or effect the other way, or a change in a side signal; inactive means no such curve, though single readings can be large or run the other way; further: potency means the concentration at half of the fitted maximal effect; % of control where 0% means no effect
Target sequence (Q99816 whole entry, looked up): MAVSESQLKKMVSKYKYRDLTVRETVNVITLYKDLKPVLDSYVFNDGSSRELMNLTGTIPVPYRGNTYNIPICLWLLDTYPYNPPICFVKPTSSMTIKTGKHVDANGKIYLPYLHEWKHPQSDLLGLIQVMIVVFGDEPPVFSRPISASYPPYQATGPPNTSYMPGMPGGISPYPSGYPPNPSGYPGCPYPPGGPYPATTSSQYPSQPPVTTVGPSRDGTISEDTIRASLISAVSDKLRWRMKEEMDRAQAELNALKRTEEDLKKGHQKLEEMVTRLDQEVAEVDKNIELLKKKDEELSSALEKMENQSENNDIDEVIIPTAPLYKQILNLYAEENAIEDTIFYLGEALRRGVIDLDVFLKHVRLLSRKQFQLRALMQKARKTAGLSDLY
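Tsg101 binding domain (10 uM final) was mixed with compound and a FITC-labeled PTAP peptide (50 nM final) in HEPES pH 7.5 buffer with NaCl, Tween 20, EDTA and TCEP; fluorescence polarization was read after 20 min at r.t.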
TSHR antagonist = Antagonists of the Thyroid Stimulating Hormone Receptor: HTS campaign. TSHR-expressing cells, TSH-stimulated cAMP HTRF, 2 h; hits give low values. activity change, negative = inhibition, % at 11.5 µM. 0.2% of 330,000 active. AID 504810, 2011. Thyrotropin receptor (Homo sapiens), P16473;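 active means activity change below a set negative limit, meaning inhibition stronger than a set level, cut at about -70% in these data; inconclusive means activity change between two set negative limits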; further: on the % scale 0 is the no-effect control and ±100 the full control effect
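Competitive HTRF cAMP read-out (cryptate anti-cAMP antibody, cAMP-d2; 30 min, room temperature) in freshly harvested TSHR cells. Compounds added before TSH at EC80 (4nM final), followed by 2 hours' incubation at 37 deg C.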
Menin-MLL TR inh = qHTS Assay for Inhibitors Targeting the Menin-MLL Interaction in MLL Related Leukemias: Competition With Texas Red Labeled MLL-derived Mutant Peptide | O00255 | Potency, µM (series often up to 61.6 µM), for inactives: top-dose FP activity change, negative = inhibition, usual class: inhibitors | 0.23% of 270,000 active | Menin + Texas Red MLL mutant peptide, fluorescence polarization; active means well fitted inhibition curve with a large enough effect in the polarisation, with a control signal flat, not every such curve was filed as active; inconclusive means small, poorly fitted or top-dose-only effect, or effect the other way, or a change in a side signal; inactive means no such curve, though single readings can be large or run the other way; the % refers to the polarisation; further: potency means the concentration at half of the fitted maximal effect; % of control where 0% means no effect; many of its hits are not listed in these tables
MLL CXXC-DNA inh = qHTS Fluorescence Polarization Assay for Inhibitors of MLL CXXC domain - DNA interaction | Histone-lysine N-methyltransferase 2A (Homo sapiens), Q03164 | MLL-CXXC / FITC-HOXA9 DNA fluorescence polarization | Potency, µM (doses to about 115 µM), inactives show at the top dose activity change, negative = inhibition, hits mostly inhibitors | 0.037% of 290,000 active; active means well fitted inhibition curve with a large enough effect in the polarisation, with a control signal flat, not every such curve was filed as active; inconclusive means small, poorly fitted or top-dose-only effect, or effect the other way, or a change in a side signal; inactive means no such curve, though single readings can be large or run the other way; the % refers to the polarisation; further: potency means the concentration at half of the fitted maximal effect
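Fluorescence polarization: 7 uM MLL-CXXC (stock) preincubated 5 min with compounds, then 50 nM fluorescein-HOX-A9 DNA (stock) added; 30 min ambient. Buffer 50 mM Tris-HCl pH 7.5, 50 mM NaCl, 1 mM DTT, 0.05% BSA.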
Integrin act MD = qHTS for Activators of Integrin-Mediated Alleviation for Muscular Dystrophy | alpha7betagal myoblasts, beta-gal FDG fluorescence, 48 h | Potency, µM (series often up to 38.3 µM), inactives show at the top dose activation, most hits filed as activators | 0.064% of 350,000 active | AID 624291, 2012;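 further: potency means the concentration at half of the fitted maximal effect; 100% = response of the positive control SU9516; nearly all actives have a fitted effect of over 60% in size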
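alpha7betagal+/- myoblasts (passage 13, 250/well) treated 48 h at 37C with compounds at 1:260 dilution of DMSO stock. Lysed, then beta-galactosidase activity read as FDG fluorescence (ex 480/em 540) after 30 min, with pre-read for autofluorescence.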
ASM inhibitor = Inhibitors of Secretory Acid Sphingomyelinase (S-ASM): qHTS; Sphingomyelin phosphodiesterase (Homo sapiens), P17405; placental ASM, HMU-PC fluorogenic substrate, 60 min; Potency, µM (doses to about 57.5 µM), for the others: at the highest dose activity change, negative = inhibition, hits mostly inhibitors; 0.006% of 340,000 active; AID 504937, 2011; further: potency means the concentration at half of the fitted maximal effect
Target sequence (P17405 47-631 limits assumed): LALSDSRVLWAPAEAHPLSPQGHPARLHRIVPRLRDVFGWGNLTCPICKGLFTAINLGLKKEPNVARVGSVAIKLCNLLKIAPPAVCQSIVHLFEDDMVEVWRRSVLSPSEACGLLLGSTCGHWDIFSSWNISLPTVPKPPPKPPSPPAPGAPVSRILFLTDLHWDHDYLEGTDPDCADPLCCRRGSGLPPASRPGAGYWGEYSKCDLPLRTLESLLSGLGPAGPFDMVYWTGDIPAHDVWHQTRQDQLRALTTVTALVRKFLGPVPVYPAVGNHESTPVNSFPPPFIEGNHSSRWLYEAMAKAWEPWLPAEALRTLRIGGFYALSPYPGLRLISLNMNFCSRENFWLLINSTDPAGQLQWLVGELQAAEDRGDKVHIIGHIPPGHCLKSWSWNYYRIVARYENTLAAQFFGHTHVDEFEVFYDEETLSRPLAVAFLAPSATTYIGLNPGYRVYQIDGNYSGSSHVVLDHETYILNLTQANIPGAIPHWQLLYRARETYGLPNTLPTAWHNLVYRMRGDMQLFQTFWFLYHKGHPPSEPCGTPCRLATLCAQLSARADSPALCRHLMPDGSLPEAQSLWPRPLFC
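Human placenta-derived ASM enzyme was preincubated with compound for 10 minutes at room temperature, then given fluorogenic substrate HMU-PC0 (9 uM final) for 60 minutes at 37 °C; a pH 10 stop preceded fluorescence reading at Ex 386/Em 447 nm.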
MBNL1-CUG inh = qHTS Assay for Inhibitors of MBNL1-poly(CUG) RNA binding. Potency, µM (highest dose often 57.5 µM), without a hit: at the highest dose activity change, negative = inhibition, actives largely listed as inhibitors. 0.036% of 280,000 active. TR-FRET MBNL1-His/biotin-(CUG)12 binding, 665/545 ratio. Muscleblind-like protein 1 (Homo sapiens), Q9NR56; active means well fitted inhibition curve with a large enough effect in the signal ratio, with a control signal flat, not every such curve was filed as active; inconclusive means small, poorly fitted or top-dose-only effect, or effect the other way, or a change in a side signal; inactive means no such curve, though single readings can be large or run the other way; the % refers to the signal ratio; further: potency means the concentration at half of the fitted maximal effect; on the % scale 0 is the no-effect control and ±100 the full control effect
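Compound titration spanned 92 nM–58 uM against the MBNL1-His/biotin-(CUG)12 complex. After 60 min at room temperature with 5 nM streptavidin-XL665 and 0.055 ng/ul terbium anti-His, ratiometric 665/545 nm emission (Ex 340 nm) normalized to controls.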
AT treatment = qHTS Assay for Identifying a Potential Treatment of Ataxia-Telangiectasia. […] A-T fibroblasts, KAP-1 phosphorylation AlphaLISA; neocarzinostatin DNA damage 30 min before lysis. Potency, µM (doses to about 57.5 µM), for inactives: top-dose activation, actives largely listed as activators. 0.19% of 320,000 active; further: potency means the concentration at half of the fitted maximal effect; % of control where 0% means no effect; nearly all actives have a fitted effect of over 45% in size
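ATM-like activity read as KAP-1 phosphorylation via AlphaLISA donor/acceptor antibody pairs after lysis and 6 hr at 25C. Cells were ATM-null patient fibroblasts ([…], hTERT), dosed 60 min, then exposed to the DSB inducer NCS for 30 min.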
An asterisk follows results filed as active; ? = inconclusive; nt = no result given; [ ] = dose if it differs, or a comment. Unless noted, the call rests on the fitted dose curve; in most records, active means well fitted curve in the direction sought with a large enough effect; inconclusive means small, poorly fitted or top-dose-only effect, or another doubt; inactive means no such curve, though single readings can be large; an effect the other way counts as inactive or inconclusive.

Values run as follows: Mito fusion act	TCR activator	PTAP TSG101 blk	TSHR antagonist	Menin-MLL TR inh	MLL CXXC-DNA inh	Integrin act MD	ASM inhibitor	MBNL1-CUG inh	AT treatment
> O=C(CN1CCC(C(=O)c2ccc(F)cc2)CC1)Nc1ccccc1Cl
 : 23%	2%	-1%	-21	10%	17%	2%	-5%	6%	14%
> COc1ccc(CCN2C(=O)c3ccccc3NC2c2cc(Cl)c(O)c(OC)c2)cc1 (configuration not stated)
 : ?	-7%	-1%	4	?	8%	-52%[inhibitor]	0%	19%	-4%
> Cc1ccccc1OCC(=O)NNC(=O)CSc1nc(N)cc(N)n1
 : 0%	2%	-6%	2	10%	3%	-26%	-1%	-3%	-5%
> Cc1cccnc1NC(=O)/C=C/c1ccc2c(c1)OCO2
 : 0%	3%[46.1 µM]	0%	32	-9%	-14%	17%	3%	39%[activator]	-1%
> COc1ccc(S(=O)(=O)/N=C2/NC(=O)/C(=C\c3cc(OC)c(OC)cc3[N+](=O)[O-])S2)cc1
 : 0%	-2%	-7%	-8	nt	-10%	5%	1%	16%	-3%
> O=C(Nc1ccc(OC(F)(F)F)cc1)N1CCN(c2ccnc3cc(Cl)ccc23)CC1
 : ?	-12%	-1%	-6	nt	2%	?	-13%	-4%	8%
> Cc1ccc(C(=O)NC(=S)Nc2ccc(N3CCOCC3)cc2)c(C)c1
 : -8%	nt	-6%	-6	-19%	4%	-25%	-11%	-8%	-5%
> CNc1cc(=O)n(C)c(=O)n1-c1ccccc1
 : nt	6%	-6%	nt	nt	nt	13%	2%	nt	nt
> Cc1cc(C(F)F)nn1CC(=O)NC1CCCC1
 : 1%	nt	-3%	5	1%	26%	-5%	1%	-11%	5%
> CC12CCC(C(=O)N3CCCCC3)(CC1=O)C2(C)C (configuration not stated)
 : 2%	-7%	-5%	8	1%	-6%	7%	5%	5%	-7%
> CN1CCN(CCCCOc2ccc(F)cc2)CC1
 : 1%	0%	-1%	15	2%	5%	13%	3%	-6%	-31%
> C/C(CC(=O)Nc1ccc([N+](=O)[O-])cc1)=N/NC(=O)C1C2CCCCC21 (configuration not stated)
 : -14%	-1%	-7%	-6	nt	1%	21%	-1%	?	16%
> COCC(C)N1CCC(Oc2ccc(C(=O)N3CCCC3)cc2)CC1 (configuration not stated)
 : 4%	-3%	0%	7	-3%	?	-10%	0%	-5%	7%
> Cc1ccc(C(=O)C[n+]2cc(-c3ccc(C)cc3)n3c2CCCCC3)cc1
 : 5%	1%	-2%	-13	?	-4%	-48%[inhibitor]	1%	-8%	7%
> CCCCN(C)CCNC(=O)C(NC(=O)C1CCC(C)CC1)C(C)C (configuration not stated)
 : 2%	2%	-8%	-8	7%	-2%	1%	4%	-3%	-1%
> CC1(C)Cc2c(c(N3CCOCC3)nc3sc(C(=O)Nc4ccc(Cl)cc4)c(N)c23)CO1
 : -2%	4%	-3%	-6	49%[activator]	-4%	7%	145%[activator]	10%	3%
> CCOC(=O)N1CCN(C(=O)c2cnn3ccccc23)CC1
 : -3%	-6%	2%	2	3%[11.7 µM]	0%	6%	1%	-21%	-6%
> Cc1cc(C)n(CC(=O)NNC(=O)C2CC(=O)N(Cc3ccccc3Cl)C2)n1 (configuration not stated)
 : -1%	-3%	-1%	-20	nt	-2%	10%	1%	6%	17%
> Cc1cc(S(=O)(=O)NCc2ccccc2)ccc1OCC(=O)NCC1CCCO1 (configuration not stated)
 : 0%	-11%	-1%	3	-9%	-8%	1%	-1%	-5%	3%
> O=C(N/N=C(\Cc1ncc[nH]1)c1ccccc1)c1cccnc1
 : -7%	8%	-3%	3	-2%	-6%	8%	1%	7%	-2%
> CCOC(=O)c1c(NC(=S)Nc2ccccc2)sc2c1CCN(CCc1ccccc1)C2
 : -6%	nt	nt	-6	?	1%	nt	nt	?	10%
> CS(=O)(=O)N1CCN=C1SCc1ccc(F)cc1
 : 4%	8%	-5%	2	nt	-2%	-18%	-3%	0%	17%
> O=C(O)CCC(=O)Nc1nc2ccccc2s1
 : -1%	13%	-8%	7	5%	-14%	13%	7%	-2%	1%
> Cc1cc(C(=O)NNC(=O)c2ccc(F)cc2)c(C)s1
 : nt	-14%	-3%	1	nt	nt	10%	1%	nt	-2%
> CC(C)NC(=O)/C(C#N)=C/c1ccc(N(C)C)o1
 : 2%	9%	?	-19	nt	?	?	-13%	?	-13%
> Cn1c(N)c(C(=O)COC(=O)c2ccco2)c(=O)n(C)c1=O
 : 0%	1%	-4%	15	-3%	2%	10%	3%	13%	-2%
> COc1ccc(NC(=O)CCn2cccc2)c(OC)c1
 : 1%	-16%	-1%	5	-9%	-1%	26%	0%	-3%	1%
> Cc1cc(=O)n2nc(-c3ccccc3)sc2c1C#N
 : 2%	5%	-5%	-3	-5%	-7%	3%	10%	-5%	-2%
> COc1cccc(NC(=O)Cc2nnc(SCC(=O)NC(C)c3ccccc3)n2C)c1 (configuration not stated)
 : 0%	-4%	-2%	-2	-6%	-1%	-33%[7.66 µM]	4%	-16%	2%
> O=C(NCCc1ccccc1)C1CCCN1C(=O)Nc1ccccc1 (configuration not stated)
 : -2%	1%	1%	-43	-6%	-8%	?	7%	-26%	-12%
> O=C(O)C1CCCN(S(=O)(=O)c2ccc(-c3ccc(=O)[nH]n3)s2)C1 (configuration not stated)
 : -2%	0%	2%	10	nt	19%	23%	3%	?	-2%
> CCN(CC(=O)N1CCN(Cc2ccccc2)CC1)S(=O)(=O)c1ccccc1
 : -1%	2%	-2%	11	nt	-4%	-2%	1%	2%	11%
> Cc1ccc(S(=O)(=O)Nc2cc(C(F)(F)F)ccc2N2CCOCC2)c(C)c1
 : -1%	-8%[46.1 µM]	-2%	-18	7%	0%	3%	-8%	0%	10%
> CC(Cc1c[nH]c2ccccc12)C(=O)N1CCN(c2ccccc2F)CC1 (configuration not stated)
 : 25%	-6%	2%	-7	12%	-4%	14%	0%	4%	-2%
> CC(CN1CCCC1)OC(=O)c1ccc(Cl)cc1 (configuration not stated)
 : -1%	6%	-6%	7	1%	3%	2%	-1%	-6%	3%
> CS(=O)(=O)c1ccc(-c2nnc(NC(=O)c3ccc(S(=O)(=O)N4CCCC4)cc3)o2)cc1
 : 0%	3%	-3%	-6	nt	nt	-3%	0%	nt	-2%
> Cc1cccc(-c2nc(N)nc(N)n2)c1
 : 1%	-3%	-7%	-2	nt	-2%	6%	-4%	-17%	-19%
> COC(=O)c1oc2c(c1C)C1(CCC2)SCCS1
 : 0%	-2%	-4%	-16	8%	9%	1%	-3%	7%	0%
> CCOC(=O)N1CCN(C(=O)c2cc3ccc(OC)cc3[nH]2)CC1
 : -7%	7%	0%	1	5%	3%	5%	2%	1%	6%
> C[C@H](NC(=O)[C@H]1N2C(=O)c3ccccc3C2SC1(C)C)C(=O)N1CCC[C@H]1CO (some centres not stated)
 : 3%	8%	-4%	17	-3%	1%	22%	0%	-4%	6%
> COc1cc(OC)cc(C(=O)Nc2cccc(NC(=O)c3cc(OC)cc(OC)c3)n2)c1
 : nt	-33%	-1%	nt	nt	nt	-11%	-5%	nt	nt
> CCc1sc(C(=O)NC)cc1Br
 : 7%	-43%	-5%	nt	4%	-9%	12%	-2%	-6%	nt
> Cn1c(SCC(=O)NCC2CCCO2)ncc(C(=O)Nc2ccc(Cl)cc2)c1=O (configuration not stated)
 : 0%	11%	5%	-3	nt	nt	10%	-2%	nt	14%
> O=C1NCCN1Cc1ccc(F)cc1
 : -2%	nt	-1%	-1	0%	-12%	-2%[7.66 µM]	0%	-10%	nt

Screening data as filed in PubChem.

The list is partial. The share of hits here may be higher or lower than overall.
